Screening results: PubChem BioAssay, The Scripps Research Institute Molecular Screening Center
OX1R antag-1: antagonists of human orexin 1 receptor (OX1R); O43613; actives 1.8% (n = 330,000); inhibition, % at 6.6 µM; OX1R-expressing cells, FRET antagonist read-out; AID 485270; in the data active = inhibition mostly above about 38%, no sharp cut-off; inactive = mostly below about 40%;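 note: 0% = agonist challenge alone and 100% = reference antagonist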
Target sequence (O43613 whole entry, looked up): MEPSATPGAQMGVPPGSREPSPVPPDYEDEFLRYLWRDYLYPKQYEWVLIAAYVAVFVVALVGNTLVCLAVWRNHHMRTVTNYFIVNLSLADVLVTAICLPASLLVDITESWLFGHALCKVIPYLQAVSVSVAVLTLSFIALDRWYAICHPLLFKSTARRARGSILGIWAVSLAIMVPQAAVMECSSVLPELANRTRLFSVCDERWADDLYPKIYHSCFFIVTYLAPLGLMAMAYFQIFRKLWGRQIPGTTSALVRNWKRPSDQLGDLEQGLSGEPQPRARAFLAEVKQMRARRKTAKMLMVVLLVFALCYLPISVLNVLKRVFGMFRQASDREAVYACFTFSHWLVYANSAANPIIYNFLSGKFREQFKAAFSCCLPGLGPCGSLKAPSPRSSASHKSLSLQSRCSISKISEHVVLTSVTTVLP
OX1R antag-2: antagonists of human orexin 1 receptor | inhibition, % at 5 µM | AID 434989 | CHO/OX1R cells, Fluo-8 calcium fluorescence, orexin A | actives 0.43% (n = 330,000);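 active = inhibition above its plate's threshold, mean inhibition of all tested compounds on the plate plus 3 SD, cut at about 37% in these data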;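 note: 0% = orexin A challenge wells and 100% = SB-334867-A antagonist wells; not every result past the cut was called active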
The depositor's hits bear a star.

Order of values – OX1R antag-1	OX1R antag-2
COC(=O)Cc1csc(NC(=O)c2ccc3ncsc3c2)n1
  1.5	-20.2
CCOCCc1nnc(NC(=O)C(CC)c2ccccc2)s1 (centres undefined)
  12.0	-14.3
CCN(CC)c1ccc(NC(=O)c2ccc3c(c2)c(C)c(C)n3C)cc1
  78.2*	-3.6
CCc1cc(C(=O)c2ccccc2OC)c(N)s1
  11.5	-8.7
CCN(CC)c1nc(=S)nc(NC(C)(C)C)[nH]1
  11.9	-17.7
O=C(CSc1cccc[n+]1[O-])Nc1ccc(C(F)(F)F)cc1[N+](=O)[O-]
  48.4	-0.2
CCOc1cc(C=C(C(=O)OC)C(=O)OC)ccc1OCc1ccc([N+](=O)[O-])cc1
  2.1	-9.4
O=C(COc1ccc([N+](=O)[O-])cc1)NN=C1CCCC1
  15.5	-3.4
CN(c1cccc(NC(=O)CN(c2ccc(C34CC5CC(CC(C5)C3)C4)cc2)S(C)(=O)=O)c1)S(C)(=O)=O
  6.7	16.4
O=C(Cn1c(NCCO)nc2ccccc21)NCC(F)(F)F
  8.7	-0.2
COc1cccc(-c2ccc3nnc(SCC(=O)Nc4ccc(NC(C)=O)cc4)n3n2)c1
  7.1	-5.7
CCOC(=O)N1CCC(N(CCN(C)C)C(=S)Nc2ccccc2C)CC1
  6.7	-2.6
COC(=O)c1ccc(C)c(NC(=O)CN(c2ccccc2)S(=O)(=O)N(C)C)c1
  15.0	-17.0
CC(=O)n1cc([C@H]2C=C(C(=O)N3CCN(Cc4ccccc4)CC3)O[C@@H](OCc3ccc(CO)cc3)C2)c2ccccc21
  13.1	-6.1
CCc1nc2sc3c(c2c(=O)o1)CCCC3
  10.2	0.1
O=C(C1=C(O)C(=O)N(CCN2CCOCC2)C1c1ccc([N+](=O)[O-])cc1)c1cc2ccccc2o1 (centres undefined)
  20.6	-24.3
COc1ccc([N+](=O)[O-])cc1NS(=O)(=O)c1ccc(C(=O)N2CCCC2)cc1
  9.2	13.0
Cc1ccc2cc3c(nc2c1)N(c1ccccc1)CC3
  25.6	-17.2
O=C1C(C23CC4CC(CC(C4)C2)C3)C(=O)N(c2ccccc2)N1c1ccccc1
  0.2	-9.2
O=C1CS/C(=N\c2ccccn2)N1C1CCCCC1
  14.4	-13.0
CCOC(=O)C(CCCOc1ccccc1C)C(=O)OCC
  8.7	-22.0
O=C(CCCCCCCC(=O)NCC1CCCO1)NCC1CCCO1 (centres undefined)
  14.2	-18.4
O=C(NCc1cccnc1)c1sc2cc(Cl)ccc2c1Cl
  22.5	-3.2
CC(NC(=O)COc1ccc(-c2nnco2)cc1)c1ccc(Cl)cc1Cl (centres undefined)
  34.3	-5.9
O=C(Nc1nc2nccc(-c3ccccc3)n2n1)c1ccccc1
  9.1	-18.9
O=C1C=C(Nc2ccc(Cl)cc2Cl)CC(c2ccco2)C1 (centres undefined)
  17.3	-11.8
O=C(NNC(=S)Nc1ccc(F)c(Cl)c1)C1CC1
  17.9	0.0
COc1ccc(C(=O)NC2CCCCC2)cc1OC1CCN(C(C)C)CC1
  -2.2	-6.1
Cc1ccc(-n2cc(CN3CCNC(=O)CC3)c(-c3cccc(C)c3)n2)cc1
  34.7	-11.9
COc1cccc(/C=N/NC(=O)C(C)n2nnc3ccccc32)c1 (centres undefined)
  14.5	-4.7

Entries of single compounds as entered above. Order of values: OX1R antag-1, OX1R antag-2
Listed for `O=C(Nc1nc2nccc(-c3ccccc3)n2n1)c1ccccc1` = 9.1, -18.9
Listed for `COc1cccc(/C=N/NC(=O)C(C)n2nnc3ccccc32)c1` (centres undefined) = 14.5, -4.7
Listed for `CCOC(=O)N1CCC(N(CCN(C)C)C(=S)Nc2ccccc2C)CC1` = 6.7, -2.6

(listing goes on)
Order of values – OX1R antag-1	OX1R antag-2
COC(=O)[C@H](CC(C)C)NCc1cccc(CN[C@@H](CC(C)C)C(=O)OC)c1
  22.8	-28.0
Cc1ccccc1C(=O)Oc1ccc(Sc2ccc(O)cc2)cc1
  24.4	3.7
CN(C(=O)Cn1c(=O)oc2cc(S(=O)(=O)N3CCCC3)ccc21)C1CCCCC1
  12.7	-18.5
C[C@H](NC(=O)c1nc[nH]c1C(=O)NCCCCCNC(=O)OC(C)(C)C)C(=O)OC(C)(C)C
  34.3	-21.7
CC(=O)NCCC(=O)Nc1ncc(S(=O)(=O)c2ccc([N+](=O)[O-])cc2)s1
  66.0*	-16.1
CCCCN1C(=O)C(O)=C(C(C)=O)C1c1ccccc1 (centres undefined)
  10.8	-4.1
COC(=O)CN1C(=O)C(C)(C)Oc2ccc(C(=O)NC3CC3)cc21
  8.2	-1.1
Clc1ccc(OCCCn2ccnc2)c(Br)c1
  -0.3	-5.5
Cc1ccc(C)c(N(CC(=O)NC2CCCCC2)C(=O)CNC(=O)c2ccco2)c1
  13.8	-32.8
O=C(OCc1ccc([N+](=O)[O-])cc1)c1cc(=O)c2ccccc2o1
  13.5	-22.4
CC(=O)c1cccc(NC(=O)C2=CC(c3cccs3)=NS(=O)(=O)N2C)c1
  7.7	-17.6
Clc1ccccc1-c1ccc2ncnc(NCc3ccc4c(c3)OCO4)c2c1
  15.4	-13.1
Cc1ccc(N2CC(C(=O)Nc3c(C)n(C)n(-c4ccccc4)c3=O)CC2=O)cc1 (centres undefined)
  19.2	-9.1
CCN(C(=O)C(=O)c1c[nH]c2ccccc12)c1ccccc1
  4.9	-16.1
Cc1ccc(NC(=S)NCC(C)C)cc1
  7.2	-10.5
NS(=O)(=O)Oc1ccccc1
  11.5	0.5
COc1cc(NC(=O)Cn2c(=O)n(CC3CCCO3)c(=O)c3ccccc32)cc(OC)c1 (centres undefined)
  11.3	-18.5
CCOC(=O)c1c(C)[nH]c(C(=O)COC(=O)/C=C/c2ccc(OCC#N)c(OC)c2)c1C
  4.7	-21.6
CN(c1ccccc1)S(=O)(=O)c1cccc(NC(=O)Cn2cnc3c2c(=O)n(C)c(=O)n3C)c1
  14.8	17.1
O=C(NCC1CCCO1)C1CCN(C2CCN(CCCC3CCCC3)CC2)CC1 (centres undefined)
  6.7	-15.7
CC1(C(=O)O)CCC(C(=O)Nc2ccc(S(N)(=O)=O)cc2)C1(C)C (centres undefined)
  9.3	-6.5
O=C(NCCc1ccccn1)C(F)(F)C(F)(F)C(F)(F)C(F)(F)C(F)(F)C(F)F
  19.9	-18.9
CS(=O)(=O)c1ccc(-c2sc3ccccc3c2C(=O)N2CCN(c3ccc(F)cc3)CC2)cc1
  5.0	-3.9
CCN1C(=O)c2ccccc2Sc2ccc(C(=O)NCCCN3CCOCC3)cc21
  20.0	-28.7
CCOc1ccc(C(=O)NCCc2ccccc2)cc1
  16.7	-12.1
CC(/C=C/c1ccccc1)=N\Nc1nc(-c2ccccc2)cs1
  19.0	-30.9
CCOC(=O)c1ccc(CC(=O)c2oc3cc(O)ccc3c2C)o1
  3.4	-12.8
O=C(O)c1ccccc1-c1nc(-c2ccccc2)c(-c2ccccc2)[nH]1
  7.2	-15.0
CCN(CC(=O)Nc1c(F)cccc1F)C(=O)/C=C/c1ccc(S(=O)(=O)N2CCCCCC2)cc1
  26.3	-23.0
COc1ccc(CNC(=O)C2CCN(S(=O)(=O)c3cccc4cccnc34)CC2)cc1
  2.5	-12.9

Next part.
Order of values – OX1R antag-1	OX1R antag-2
COc1ccc(S(=O)(=O)NCC(=O)O)cc1C(=O)NC1CCCCC1
  15.2	-13.4
COc1ccc(Cl)cc1C(=O)NCC(C)C
  30.5	-13.4
COc1ccccc1CN(C)C(=O)c1cc(-c2cc(OC)c(OC)c(OC)c2)nc2ccccc12
  10.6	-15.1
O=C(c1ccc(S(=O)(=O)N2CCCCC2)cc1)N1CCCc2ccccc21
  6.6	-14.2
CN(c1ccc(C(=O)Nc2ccc(F)cc2F)cc1)S(=O)(=O)c1ccccc1
  21.6	-10.8
C[C@@]12CCC3[C@@](CCC4[C@@]3(C)CCC[C@@]4(C)C(=O)N3CCCCC3)(CC1=O)C2 (some centres undefined)
  3.4	-19.7
CC1CN(C2CCN(S(=O)(=O)c3ccccc3)CC2)CC(C)O1 (centres undefined)
  4.1	-1.3
CCOc1ccc(NC(=S)NNc2ccnc3cc(Cl)ccc23)cc1
  13.3	-9.5
CCOc1ccc(-n2cc(C(=O)Nc3cccc(C)n3)c3cc(OC)c(OC)cc3c2=O)cc1
  23.4	-20.3
Cc1ccc2[nH]c3c(=O)n(CC(=O)NCCCN4CCN(c5ccc(F)cc5)CC4)ncc3c2c1
  -0.5	-34.1
C/C(=N/NS(=O)(=O)c1ccc(C)cc1)c1cccc(NC(=O)c2cccc(Cl)c2)c1
  16.8	-18.3
O=C(CC1SC(N2CCOCC2)=NC1=O)Nc1ccc(F)cc1 (centres undefined)
  7.5	-20.4
CCC(=O)NNc1ccc(Br)cc1
  11.1	-8.0
COC(=O)Nc1nncs1
  7.5	1.7
COc1ccc(C(=O)NCC(=O)N/N=C/C=C/c2ccccc2)cc1OC
  9.5	-21.6
CC1(C)CC(=O)C(C(C#Cc2ccccc2)C2=C(O)CC(C)(C)CC2=O)=C(O)C1
  13.7	-1.9
CCc1ccc2[nH]c(=O)c(-c3ccccc3)c(O)c2c1
  -3.1	-16.5
CC(=O)c1cccc(NC(=S)NNC(=O)c2ccco2)c1
  8.7	-12.2
Cn1c(=O)n(C)c2cc(NC(=O)c3ccccc3NS(C)(=O)=O)ccc21
  5.8	-17.8
Cc1cccc(NC(=O)c2cnc3sccn3c2=O)c1
  16.5	3.7
S=C(Nc1ccc(N2CCOCC2)cc1)Nc1ccc2nc(-c3ccco3)c(-c3ccco3)nc2c1
  72.5	6.8
CCOC(=O)c1ccc(Nc2nc(=O)c3cccnc3s2)cc1
  4.1	-2.0
O=C(NNc1ccc(O)cc1)c1ccc(Br)cc1
  12.9	1.5
CCc1cccc(CC)c1NC(=S)N1CCn2cccc2C1c1cccnc1 (centres undefined)
  15.5	-22.0
COc1ccc(OC)c(-c2cc(C(=O)NCCCn3ccnc3)no2)c1
  3.5	-18.0
Cc1cc(C)n(CCNS(=O)(=O)c2ccccc2)n1
  27.6	-3.9
Clc1ccc(-c2ccn[nH]2)cc1
  6.2	2.7
COC(=O)C1CCN(CC(N)=O)CC1
  17.6	-2.6
Cc1ccc(-n2c(SCc3ccc([N+](=O)[O-])cc3)nc3ccccc3c2=O)cc1
  10.6	-23.5
N#CCC(=O)NCCCc1ccccc1
  4.4	4.5

More results:
Order of values – OX1R antag-1	OX1R antag-2
CC(C)(C)C(=O)Nc1ccc(-c2csnn2)cc1
  3.1	-11.5
COc1cc(OC)c(S(=O)(=O)Nc2ccc(C)cn2)cc1NC(C)=O
  -2.5	6.3
CCCCn1c(N)c(N(CCOC)C(=O)c2cccc(S(=O)(=O)N(CC)c3ccccc3)c2)c(=O)[nH]c1=O
  18.1	-19.5
CCOC(=O)c1ccccc1NC(=O)C=C(C)C
  16.4	-17.6
CCOC(=O)N1CCC(NCCNC(=O)c2ccccc2Cl)CC1
  16.4	-5.5
Oc1ccc(-c2nc3ccccc3s2)cc1
  3.8	5.8
CCOC(=O)C(=O)NCC(c1cccs1)S(=O)(=O)c1ccc(C)cc1 (centres undefined)
  20.1	4.8
COc1ccc(C)cc1NC(=O)Nc1ccccc1
  14.9	-14.0
O=c1[nH]c(/C=C/c2ccccn2)nc2ccccc12
  17.9	-13.1
Cc1ccc(-c2noc(CSc3nnc(Cc4ccccc4)n3-c3cccc(C)c3)n2)cc1
  14.4	31.1
CCCCC1CC(/C(C)=N/NC(N)=O)OC1=O (centres undefined)
  6.4	0.3
C#CCOC(=O)c1cc(Cl)c(=O)n(Cc2ccc(Cl)cc2Cl)c1
  14.4	-29.6
CN1C(=O)C2C(c3ccc(N(C)C)cc3)=NN(Cc3ccccc3)C2C1=O (centres undefined)
  24.1	-22.0
N#CC(c1ccc(Cl)nn1)c1ccccc1Cl (centres undefined)
  17.1	-22.5
COc1ccccc1NS(=O)(=O)c1cc(NC(=O)CCC2CCCC2)ccc1N1CCOCC1
  22.2	-7.8
CC[C@@]1(c2ccccc2)C(=O)N(C(=O)OC)N1C(=O)OC
  17.1	-2.9
CCNC(=O)Nc1ccccc1C(=O)OC
  11.3	-13.8
O=S(=O)(c1ccc2nc(Cc3ccccc3)[nH]c2c1)N1CCOCC1
  7.8	-8.3
CCN(CC)CCCNC(=O)C1c2cc(OC)c(OC)cc2C(=O)N(C)C1c1cccnc1 (centres undefined)
  8.7	1.4
Cc1ccc([N+](=O)[O-])cc1S(=O)(=O)Nc1cccc(S(=O)(=O)Nc2ccccc2C(=O)O)c1
  -4.2	13.4
COc1ccc(NC(=O)Cn2cc(C#N)c3ccccc32)cc1
  18.1	-10.2
O=C(CSc1ccc(C(F)(F)F)cc1[N+](=O)[O-])Nc1ccccc1
  7.2	16.6

3 of the entries above in order of the OX1R antag-2 value, largest number first:
Order of values – OX1R antag-1	OX1R antag-2
CCOC(=O)C(=O)NCC(c1cccs1)S(=O)(=O)c1ccc(C)cc1 (centres undefined)
  20.1	4.8
CCOC(=O)c1ccccc1NC(=O)C=C(C)C
  16.4	-17.6
CCCCn1c(N)c(N(CCOC)C(=O)c2cccc(S(=O)(=O)N(CC)c3ccccc3)c2)c(=O)[nH]c1=O
  18.1	-19.5
